mIAP inh: blocks mouse intestinal alkaline phosphatase; purified mouse IAP, CDP-Star luminescence, 30 min; inhibition, % at 10 µM; 330,000 tested, 0.2% active; AID 2806;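 active = inhibition of at least 40% at 10 µM in the primary screen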;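 also: plate controls were DMSO with enzyme for no effect and no enzyme wells for full effect; values of inactives mirror those of a sister screen read the other way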
hIAP block: human IAP inhibition; P09923; purified IAP, CDP-Star luminescence, 30 min; inhibition, % at 10 µM; 330,000 tested, 0.12% active;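 active = inhibition reaching a set limit with compound at 10 µM in the primary screen, cut at about 35% in these data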;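 also: plate controls were DMSO wells with enzyme for no effect and no-enzyme buffer wells for full effect; values of inactives mirror those of a sister screen read the other way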
MPTP block: permeability transition pore inhibition. isolated mouse mitochondria, Ca2+ swelling absorbance, 30 min. 360,000 tested, 1.4% active. AID 602449. inhibition, % at 10 µM;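 active = inhibition of 50% or more, scaled per plate between neutral and stimulator controls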;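 also: 0% = DMSO wells given calcium and 100% = 1 mM EGTA wells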
NR3A LBD binder: modulators (binders) of human NR3A ligand-binding domain. NR3A LBD differential scanning fluorimetry, Tm shift; 0% = protein alone, 100% = glycine-bound protein. Tm shift relative to glycine control, % at 25 µM. 340,000 tested, 2.5% active. AID 1259313;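 active = melting temperature shift of at least 10% of the positive control shift, at one fixed dose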
MIN6 prolif: inducers of beta-cell replication in MIN6 cells; MIN6 cells proliferation, ATPlite luminescence, 48 h; cells starved in 0.2% serum; 100% = growth in 10% serum; proliferation, % at 10 µM; 330,000 tested, 0.29% active;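 active = compounds whose signal lies at least 3.5 SD above the mean of all wells on their plate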;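 also: 0% = DMSO-treated cells in low-serum medium and 100% = 10% serum control; some compounds called inactive have numbers as strong as hits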
mIAP act: increases mouse intestinal alkaline phosphatase activity | muIAP, CDP-Star luminescence, 30 min; hits give high values; 1 = vehicle-only enzyme signal, 0 = enzyme-free wells | activation factor at 10 µM | 330,000 tested, 0.24% active | AID 2805;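 active = activation factor of at least 2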; also: the source names both 10 and 20 µM as test concentration; values of inactives mirror those of a sister screen read the other way
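System: Mouse IAP enzyme | Also added: CDP-Star substrate | Dosing: Compounds dispensed in DMSO | Schedule: 30 min enzyme-substrate-compound incubation at room temperature | Technique: Chemiluminescence readout | Control set: DMSO-only wells and no-enzyme negative control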
APOBEC3A inh: human APOBEC3A DNA deaminase inhibition; inhibition, % at 20 µM; 330,000 tested, 0.41% active; recombinant A3A, FAM/TAMRA ssDNA deamination fluorescence; P31941;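 active = at least 40% inhibition at 20 µM here, with at most 30% in a related deaminase screen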;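 also: plate controls were A3A with DMSO for no effect and wells lacking A3A enzyme for full effect; some results filed as inactive read as strong as hits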
Target sequence (P31941 whole entry, looked up): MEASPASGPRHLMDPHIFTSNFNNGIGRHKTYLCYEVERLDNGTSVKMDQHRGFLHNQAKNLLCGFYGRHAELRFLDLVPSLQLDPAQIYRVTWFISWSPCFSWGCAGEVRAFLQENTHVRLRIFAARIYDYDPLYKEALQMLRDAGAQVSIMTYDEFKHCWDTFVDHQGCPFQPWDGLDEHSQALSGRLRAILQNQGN
hIAP activ: increases human intestinal alkaline phosphatase activity. purified human IAP, CDP-Star luminescence, 30 min; hits give high values; 1 = vehicle-only enzyme, 0 = enzyme-free background. activation factor at 10 µM. 330,000 tested, 0.16% active. AID 2524;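 active = activation factor of the enzyme at least 2-fold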; also: the source names both 10 and 20 µM as test concentration; values of inactives mirror those of a sister screen read the other way
APOBEC3G inh: blocks human APOBEC3G single-stranded DNA deamination; Q9HC16; recombinant A3G, ssDNA deamination FAM/TAMRA fluorescence; inhibition, % at 20 µM; 330,000 tested, 0.28% active; AID 493012;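 active = inhibition of at least 40% at 20 µM, with no more than 30% in the related APOBEC3A deaminase screen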;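 also: plate controls were DMSO wells with A3G for no effect and wells lacking A3G enzyme for full effect; some compounds called inactive have numbers as strong as hits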
Target sequence (Q9HC16 whole entry, looked up): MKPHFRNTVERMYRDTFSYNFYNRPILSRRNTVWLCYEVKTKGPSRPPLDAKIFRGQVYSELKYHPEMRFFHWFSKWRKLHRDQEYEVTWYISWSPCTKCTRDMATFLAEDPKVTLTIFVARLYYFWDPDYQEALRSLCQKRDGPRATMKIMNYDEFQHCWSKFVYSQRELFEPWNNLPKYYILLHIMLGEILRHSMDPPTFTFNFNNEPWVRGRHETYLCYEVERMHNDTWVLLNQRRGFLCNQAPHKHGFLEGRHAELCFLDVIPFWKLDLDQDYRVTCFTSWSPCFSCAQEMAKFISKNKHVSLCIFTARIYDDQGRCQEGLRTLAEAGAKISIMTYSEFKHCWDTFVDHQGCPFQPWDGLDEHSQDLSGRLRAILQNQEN
The depositor's hits bear a star; . = not tested or not shown.

Screens in order: mIAP inh, hIAP block, MPTP block, NR3A LBD binder, MIN6 prolif, mIAP act, APOBEC3A inh, hIAP activ, APOBEC3G inh
> CCOC(=O)Cc1csc(NC(NC(=O)OCC)(C(=O)OCC)C(F)(F)F)n1 (stereo unspecified)
→ 1.6, 4.5, 0.8, -0.6, -2.5, 0.984, 0.4, 0.955, -1.6
> O=C(Cc1ccccc1)Nc1c(Cl)ccc2nsnc12
→ 1.7, 10.1, 0.7, -1.0, 2.9, 0.983, -4.3, 0.899, -7.1
> COc1ccc(CCn2c(C)ccc2C)cc1OC
→ 2.8, -10.8, ., ., -2.9, 0.972, 1.1, 1.11, -2.3
> O=C(Nc1cc([N+](=O)[O-])ccc1F)c1ccc2ccccc2c1
→ -0.7, 10.3, 1.6, 1.9, -3.4, 1.01, 1.4, 0.897, -2.1
> CC1CCCC(NC(=O)COC(=O)[C@@H](NC(=O)c2ccc(F)cc2)C(C)C)C1C (stereo partly specified)
→ -16.6, 9.3, 2.2, 1.1, -1.0, 1.17, -3.7, 0.907, -5.7
> Cc1ccnc(NC(=O)CCC(=O)N(CC(=O)NCc2ccc(F)cc2)c2ccc(F)cc2)c1
→ 2.7, 5.7, -0.1, -0.4, 0.0, 0.973, -3.6, 0.943, -5.5
> Cc1cc(NC(=O)CCC(=O)N(Cc2ccco2)C2(C(=O)NC3CCCC3)CCCCC2)no1
→ 2.4, 10.7, 0.4, -1.2, 3.0, 0.976, -1.2, 0.893, -1.7
> Nc1nn(-c2cccc(F)n2)cc1-c1ccc(Cl)cc1
→ 2.0, 10.9, 2.6, 0.0, -2.6, 0.98, 0.6, 0.891, -2.3
> COc1cc(NC(=O)C2=CC(c3cccs3)=NS(=O)(=O)N2C)cc(OC)c1OC
→ 7.0, -0.3, -0.2, -10.4, -2.7, 0.93, -3.5, 1, -12.2
> O=C(COC(=O)c1cccc(-n2cnnn2)c1)Nc1c(Cl)cccc1C(F)(F)F
→ -3.8, -17.3, -2.6, -2.4, -5.9, 1.04, -0.2, 1.17, 4.6
> Cc1cc(OCC(=O)OCC(=O)c2c(N)n(C)c(=O)n(C)c2=O)ccc1Cl
→ 9.7, -4.7, 0.0, -5.7, 4.1, 0.903, -3.9, 1.05, -7.4
> CC(C)[C@H](CN1CCC[C@H]1CN1C(N)=NC[C@H]1C(C)C)N1C[C@@H](Cc2ccccc2)N(CCCC2CCCC2)C1=N
→ -51.8, -32.3, -1.5, -0.3, -3.2, 1.52, -1.8, 1.32, 4.0
> Cc1noc(C)c1COC(=O)/C=C/c1ccc(Cl)cc1
→ -1.6, -12.2, 0.4, 1.3, -1.7, 1.02, 0.8, 1.12, -3.1
> COc1ccc(CN2CCN(Cc3cccc(F)c3)CC2)cc1OC
→ 7.6, 3.6, -0.4, 2.1, -2.4, 0.924, -0.8, 0.964, -3.1
> CC(C)c1ccc(C2/C(=C(/O)c3ccccc3)C(=O)C(=O)N2CCCN2CCOCC2)cc1 (stereo unspecified)
→ 14.3, -21.0, 1.3, 0.7, 1.4, 0.857, -8.5, 1.21, -3.8
> COc1cnc(-c2ccccn2)nc1Oc1ccc(C(C)(C)C)cc1
→ 3.6, -18.9, -0.2, 0.2, -5.0, 0.964, -1.4, 1.19, -4.3
> COc1ccc(CC(=O)Nc2ccc(-c3nnc(-c4ccccc4)o3)cc2)cc1
→ -3.8, -16.1, -4.5, -2.0, -3.3, 1.04, 0.2, 1.16, -4.4
> O=C(CN1CCN(c2ncccn2)CC1)NCCC1=CCCCC1
→ -1.0, -1.2, -0.7, 5.0, 1.9, 1.01, 1.2, 1.01, 7.5
> CCOCCCNC(=O)CSCc1nc(-c2ccc(SC)cc2)oc1C
→ -2.8, 5.2, 1.1, 1.2, 0.9, 1.03, -1.5, 0.948, -9.0
> O=c1c2ccccc2c(-c2ccc(Br)cc2)nn1Cc1ccccc1
→ 2.5, 5.5, 0.3, 1.1, -5.8, 0.975, -1.3, 0.945, -3.5
> COc1cc(Br)cc(/C=N/NC(=O)Cc2ccc(C(F)(F)F)cc2[N+](=O)[O-])c1O
→ 11.6, -2.0, 16.5, 25.2*, 0.0, 0.884, -2.7, 1.02, -4.4
> Cc1ccc(-c2noc(CSc3nnc(-c4ccncc4)n3-c3ccc(C)cc3)n2)cc1
→ 13.0, -13.3, -2.9, -4.0, -0.7, 0.87, 3.5, 1.13, -0.9
> CNC(=O)CSc1n[nH]c(-c2cc(Cl)ccc2OC)n1
→ 6.8, -1.8, 0.0, 1.0, -2.5, 0.932, -1.5, 1.02, -13.7
> COc1ccc(-c2cc(CNC(=O)CCl)on2)cc1
→ 5.1, 10.5, -5.8, 1.8, -6.9, 0.949, 0.1, 0.895, -3.1
> CC1CN(C(=O)CN(C)S(=O)(=O)c2ccc3ccccc3c2)CC(C)O1 (stereo unspecified)
→ -6.6, -4.3, 0.6, 1.3, -1.2, 1.07, 10.7, 1.04, -3.3
> Cc1cc(C)nc(NS(=O)(=O)c2ccc(NC(=O)NC3CCCCC3)cc2)n1
→ -3.7, 11.5, 0.3, 1.2, -2.2, 1.04, -0.1, 0.885, -0.1
> O=C(NCCc1ccccc1)C(=O)NCC1CCCN1S(=O)(=O)c1ccccc1 (stereo unspecified)
→ 2.0, -3.4, -0.3, 0.5, 1.7, 0.98, -0.5, 1.03, -10.1
> COC(=O)c1cc(OC)c(OC)cc1NC(=O)CN1C(=O)c2ccccc2C1=O
→ 9.4, 2.0, 2.5, 0.9, 4.0, 0.906, -1.9, 0.98, -2.7
> CC(C)(C)n1nnnc1C(c1cccnc1)N1CCN(c2ccccc2F)CC1 (stereo unspecified)
→ -4.1, -19.9, -1.2, -0.4, -2.0, 1.04, 0.9, 1.2, 1.6
> COc1ccc(-n2nc(C(=O)NCC(=O)N3CCC(C(N)=O)CC3)c3ccccc3c2=O)cc1OC
→ 5.1, 6.7, -2.3, -1.0, 0.0, 0.949, 2.2, 0.933, -0.2

The list continues:
Screens in order: mIAP inh, hIAP block, MPTP block, NR3A LBD binder, MIN6 prolif, mIAP act, APOBEC3A inh, hIAP activ, APOBEC3G inh
> COc1cccc2c(C)nc(Nc3nc(CSc4nnc(C)s4)cc(=O)[nH]3)nc12
→ 8.9, -60.1, 0.8, -0.6, -4.3, 0.911, 24.6, 1.6, 41.1*
> C/C(N)=C(/C#N)C(=O)CSc1nc2ccccc2c(=O)n1-c1ccccc1C
→ 9.3, -3.6, 3.2, -1.1, -2.6, 0.907, 3.1, 1.04, -0.4
> CC(=O)OCc1c(-c2ccccc2)c2cc([N+](=O)[O-])ccc2n1C
→ 10.4, 5.8, 0.7, -16.6, -0.8, 0.896, 2.1, 0.942, -6.8
> CC(C(=O)NCc1ccc(F)cc1)c1ccc([N+](=O)[O-])cc1 (stereo unspecified)
→ -9.2, 4.5, 4.4, -0.3, -0.7, 1.09, 2.0, 0.955, -2.8
> CC(=O)c1cccc(NC(=O)c2ccccc2OCc2ccc(F)cc2)c1
→ 4.7, 17.3, 1.5, -3.0, 1.0, 0.953, 1.8, 0.827, 1.8
> COc1ccc(NC(=S)NC(C)c2ccncc2)cc1OC (stereo unspecified)
→ -7.2, -11.9, -1.4, -1.1, -0.6, 1.07, -3.2, 1.12, -16.1
> CC(C(=O)NCc1ccco1)n1cc(C(=O)c2ccco2)c2ccccc21 (stereo unspecified)
→ -4.1, 12.1, -5.6, -0.2, -2.5, 1.04, -4.7, 0.879, -8.9
> Cc1noc(C)c1COc1ccccc1C(=O)Nc1ccc(C(N)=O)cc1
→ 1.7, 10.5, -0.2, -0.3, -1.0, 0.983, -2.1, 0.895, -3.3
> O=C(Nc1ccc(Cl)cc1F)C1CCCN(C2=NS(=O)(=O)c3ccccc32)C1 (stereo unspecified)
→ 0.5, -13.1, 0.0, 3.2, 1.0, 0.995, 7.3, 1.13, -11.6
> CCCCNC(=O)c1cc(S(=O)(=O)N2CCCCC2)oc1C
→ -1.6, -1.3, 0.5, -1.2, -2.6, 1.02, 1.1, 1.01, -2.9
> Cc1cccc(NC(=O)CCNS(=O)(=O)c2cccc3nonc23)c1
→ -1.2, 11.1, 0.1, 0.9, -2.9, 1.01, -0.2, 0.889, -1.8
> COc1cc(-c2nn3c(COc4ccccc4)nnc3s2)cc(OC)c1OC
→ 9.9, -7.9, 3.4, 1.0, 0.9, 0.901, -0.4, 1.08, 20.9
> O=C(NC1CC2CCCC(C1)N2C(=O)Nc1ccccc1)c1ccncc1 (stereo unspecified)
→ -11.0, 2.4, 1.3, 1.7, -0.7, 1.11, -4.9, 0.976, -8.2
> COc1cc(CN2CCC(C(=O)N3CCN(c4ccccc4F)CC3)CC2)cc(OC)c1OC
→ -3.5, -7.2, 0.7, 2.6, 0.5, 1.03, -2.5, 1.07, -6.0
> CCS(=O)(=O)N1CCCC(C(=O)NCCCOC(C)C)C1 (stereo unspecified)
→ -4.3, -13.4, 1.3, 0.8, -1.4, 1.04, 0.0, 1.13, -1.6
> CCn1ccc(C(=O)Nc2sc3c(c2C(=O)OC)CCC3)n1
→ 17.5, -23.9, -1.0, -7.7, 5.6, 0.825, -2.5, 1.24, -7.3
> O=[N+]([O-])c1ccccc1S(=O)(=O)Nc1cccc(S(=O)(=O)N2CCCC2)c1
→ 2.8, -8.1, -0.1, 0.3, -3.3, 0.972, 3.2, 1.08, -0.5
> Cc1ccccc1CSc1nccn1-c1ccccc1
→ -12.3, -5.8, 0.6, -4.1, 1.8, 1.12, -0.3, 1.06, 2.7
> CCOC(=O)c1cc2sc(C)cc2n1CC(=O)NCCc1ccccc1
→ 28.9, 0.8, 0.6, -1.3, -1.8, 0.711, 3.1, 0.992, -3.1
> Cc1ccc(C)c(OCC(=O)O/N=C(\N)c2ccccn2)c1
→ 7.2, 10.2, -0.2, -1.1, -0.5, 0.928, -2.9, 0.898, -5.1
> CCOc1ccccc1Nc1ccc(C(=O)O)cc1N
→ 6.2, 2.1, -1.2, -1.0, -2.5, 0.938, -3.5, 0.979, -8.2
> O=C(Nc1ccc(C(=O)N2CCC(N3CCCC3)CC2)cc1)c1ccc(Br)o1
→ -25.2, 20.1, 0.0, 0.6, 4.1, 1.25, -0.4, 0.799, -5.9
> CC1(C)C(=O)Nc2ccccc2N1C(=O)COC(=O)CSc1ccc(F)cc1
→ -0.1, 2.7, -0.5, 0.3, -2.6, 1, -1.1, 0.973, -4.9
> O=C(c1ccc(F)cc1)N1CCC(C(=O)N2CCN(Cc3ccc4c(c3)OCO4)CC2)CC1
→ -1.4, -13.3, -1.1, -1.0, 0.8, 1.01, -3.6, 1.13, -8.3

Screens: PubChem BioAssay, Sanford-Burnham Center for Chemical Genomics
